High-throughput results deposited in PubChem by several laboratories.
KOR beta-arrestin-1: KOR antagonists, beta-arrestin recruitment, cell-based, luminescence, uHTS (AID 1778); KOR beta-arrestin recruitment, luminescence, antagonist mode; higher % means a stronger effect; hit rate 0.091% among 290,000; inhibition, % at 10 µM, or IC50 in µM where a hit was titrated; note: strong numbers were not always called active
HIV fusion peptide: cell-free HIV fusion peptide-binding blockers – biochemical, uHTS, fluorescence dequenching, primary screen (AID 1986); inhibition, % at 20 µM, or IC50 in µM where a hit was titrated; hit rate 0.3% among 290,000; cell-free peptide binding, fluorescence dequenching, 30 min; higher % means a stronger effect; in the data active = inhibition mostly above about 52%, no sharp cut-off; inactive = mostly below about 76%; note: some results filed as inactive read as strong as hits
West Nile virus CPE: inhibition of WNV-induced cytopathic effect – cell-based, CPE readout (AID 1621). hit rate 0.02% among 290,000. West Nile virus-infected cells, CPE inhibition; higher % means a stronger effect. CPE inhibition, % at 10 µM; hits with a dose series show IC50 in µM; in the data active = a potency from the dose series; inconclusive = CPE inhibition mostly from about 3.7% at the one dose, without a potency; inactive = the rest, 99 in 100 with CPE inhibition below about 2.2%; note: strong numbers were not always called active
NOD2 inhibition: inhibition of NOD2-driven NF-kB reporter – cell-based, luminescence, uHTS, HEK293 (AID 1566). HEK293 NOD2/NF-kB luciferase reporter, luminescence; higher % means a stronger effect. inhibition, % at 4 µM, or EC50 in µM where a hit was titrated. hit rate 0.63% among 290,000; note: many of its hits are not listed in these tables
Yfh1-off respiration: enhancers of respiration in Yfh1-depleted yeast, dose response, Friedreich's ataxia, plus single-dose screen (AID 1465); S. cerevisiae Yfh1-off respiration, WST-1 reduction, 72 h; higher fold induction means a stronger effect; one-dose fold induction at 50 µM; EC50 in µM for titrated hits; hit rate 0.074% among 220,000;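 active = fold induction of absorbance versus untreated yeast above a set limit, then at least 30% activation at any dose in follow-up; inconclusive = repeats straddling the limit, or above it without dose testing; inactive = fold induction below the set limit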;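 note: activators that raise dye reduction in frataxin-depleted yeast; strong numbers were not always called active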
Dengue-2 NS5 capping: flavivirus cap methylation enzyme inhibition – biochemical, confirmation dose response, primary screen (AID 588689) | Dengue-2 NS5 methyltransferase capping enzyme assay, biochemical; higher % means a stronger effect | hit rate 0.3% among 340,000 | inhibition, % at 25 µM, or IC50 in µM where a hit was titrated; in the data active = a potency from the dose series; inconclusive = inhibition above about 29% without an active follow-up result
AID2073: inhibitors of Mint1-CaV2.2 protein interaction, biochemical, HTRF (AID 2073). HTRF protein-protein interaction, Mint1-CaV2.2; higher % means a stronger effect. inhibition, % at 20 µM; hits with a dose series show IC50 in µM. hit rate 0.19% among 290,000; in the data active = inhibition mostly above about 51%, no sharp cut-off; inconclusive = no clear call, values can overlap the other calls; inactive = mostly below about 53%; note: some results filed as inactive read as strong as hits
NOD1 NF-kB reporter: NOD1 signaling inhibitors, primary screen, cell-based, luminescence, uHTS (AID 1578). NOD1-driven NF-kB luciferase reporter cells, luminescence; higher % means a stronger effect. inhibition, % at 4 µM, or EC50 in µM where a hit was titrated. hit rate 1% among 290,000; in the data active = inhibition mostly above about 36%, no sharp cut-off; inactive = mostly below about 34%;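 note: HEK-293T reporter cells stimulated with the NOD1 agonist gamma-tri-DAP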
KOR beta-arrestin-2: KOR agonists, beta-arrestin recruitment, primary screen, cell-based, luminescence, uHTS (AID 1777); KOR beta-arrestin recruitment, luminescence; higher % means a stronger effect; activation, % at 10 µM; hits with a dose series show EC50 in µM; hit rate 0.02% among 280,000; in the data active = activation above about 50%, passing the limit was not always enough; note: a part of the inactive calls stands beside numbers as strong as those of hits
* hit, by the source's call; i = inactive; u = inconclusive; x = no result given; [ ] = remark or other dose. Cut-off read from the data, not from the text of the source, unless noted: active = inhibition above about 50%; inactive = the rest. An excerpt, so the mix of outcomes need not match the whole.

SMILES | KOR beta-arrestin-1 | HIV fusion peptide | West Nile virus CPE | NOD2 inhibition | Yfh1-off respiration | Dengue-2 NS5 capping | AID2073 | NOD1 NF-kB reporter | KOR beta-arrestin-2
C#CCOc1ccc(C2C3=C(COC3=O)Nc3cc4c(cc32)OCO4)cc1OC (configuration not stated) | -138% | -1.4% | -0.1% | -45% | i | 12% | 6% | -37% | 8.4%
O=C1c2ccccc2C(=O)N1CC1c2ccccc2CCN1C(=O)C1CCCCC1 (configuration not stated) | 36% | -5.2% | -0.7% | -14% | i | 0% | -3% | 28% | 5.0%
COc1cccc(-c2nc(NCC3CCCO3)c3ccccc3n2)c1O (configuration not stated) | 7% | -2.4% | 1.5% | 4% | i | -4% | 0% | 8% | 1.5%
Cc1ccc(CS(=O)(=O)c2ncn[nH]2)cc1 | -36%[20 µM] | 1.1% | 0.5% | 22% | i | -6% | 7% | -19% | 0.0%
CC(=O)C1=C(O)C(=O)N(c2cccnc2)C1c1ccc(Cl)cc1 (configuration not stated) | -46% | -2.7% | 1.6% | -14% | i | 1% | 0% | 6% | 1.3%
CC(C)(CNC(=S)NCCc1ccccc1)CNC(=S)NCCc1ccccc1 | 27% | 0.6% | 12% | 24% | i | -3% | -25% | -15% | 7.7%
CC1(C)Cc2c(C#N)c(NCCCO)nc(-c3ccccc3)c2CO1 | -17% | -1.2% | 0.1% | 5% | i | -1% | 9% | 4% | 2.2%
C/C(=N\NC(=O)c1nnn(-c2nonc2N)c1C)c1ccc(OCc2ccccc2)cc1 | -6% | -1.4% | -0.2% | -22% | x | 4% | 37% | -5% | -4.5%
Oc1ccccc1/C=N/n1c(-c2ccccc2)n[nH]c1=S | -13% | 0.3% | -0.1% | -3% | x | -7% | -30% | -3% | -2.0%
Cc1nnc(-c2ccc(Cl)cc2)[nH]c1=O | 3% | -1.1% | 0.7% | -6% | i | -1% | 12% | -35% | -8.0%
Cc1ccc(-c2cc3nc(-c4ccccc4)cc(N4CCC5(CC4)OCCO5)n3n2)cc1 | 24% | 4.6% | 0.1% | 20% | i | -5% | 40% | 8% | -2.9%
COc1ccc(C(=O)N2CCN(c3ccccn3)CC2)cc1 | -19% | 3.2% | 0.1% | 6% | i | -2% | 5% | -10% | 0.0%
Cc1cccc(NC(=O)CSc2ncnc3sc(C)cc23)c1 | 9% | -0.8% | -0.1% | 10% | x | 0% | -3% | -28% | -2.9%
COc1ccc(Cn2c(=N)c(C(=O)NC3CCCCC3)cc3c(=O)n4ccccc4nc32)cc1 | -11% | -2.0% | -1.3% | -15% | x | u | 10% | -11% | 2.5%
Cc1cccc(N2C(=O)c3ccc(C(=O)Nc4cccc(C(=O)O)c4)cc3C2=O)c1 | -1% | 2.1% | 0.0% | -3% | x | -1% | 14% | -5% | 1.1%
CC1(c2nnc(-c3ccncc3)o2)CC(c2ccc([N+](=O)[O-])cc2)=NO1 (configuration not stated) | -7% | -2.5% | 0.2% | 11% | i | -3% | -4% | 16% | 7.4%
COC(=O)[C@H]1C[C@@H]1[C@H](NC(=O)c1cc(C)on1)c1ccccc1 | 10% | -2.1% | -0.2% | 11% | i | 5% | -18% | 6% | -1.6%
COc1ccccc1-c1cc(C(=O)NN)[nH]n1 | 7% | -1.6% | 0.0% | 1% | i | x | 6% | 19% | 1.6%
O=c1[nH]c(=O)n(CCc2ccc(F)cc2)c(O)c1C=NCc1ccc2c(c1)OCO2 | -27% | 18% | 1.6% | -5% | i | 2% | 15% | -24% | 46%
O=S(=O)(NC(=S)Nc1ccccc1)c1ccc(F)cc1 | 12% | -1.8% | 0.1% | 17% | i | -4% | -62% | 2% | 5.0%
CC(Oc1ccccc1)C(=O)Nc1ccccc1O (configuration not stated) | -4% | 2.7% | 1.4% | 4% | i | -4% | -1% | -20% | 6.3%
O=S(=O)(c1ccc(Br)cc1)c1nc(-c2ccco2)oc1NCC1CCCO1 (configuration not stated) | 6% | -1.1% | -0.1% | -3% | i | -1% | 0% | -17% | -1.7%
CC(=O)NC(Nc1nc2c(s1)CCCC2)(C(F)(F)F)C(F)(F)F | -24% | -0.7% | -0.1% | 6% | i | -6% | -15% | -30% | -1.7%
CCCC(CCC)C(=O)Nc1c[nH]c(=O)[nH]c1=O | 0% | 1.9% | 1.3% | 15% | i | 1% | -1% | -14% | 6.4%
CC(C)(Oc1ccc(Cl)cc1)C(=O)Nc1cccnc1 | -4% | 0.7% | 0.6% | 14% | i | 2% | 3% | -26% | -3.0%
O=C(CSc1ccccc1)Nc1nnc(COc2ccc(Cl)cc2)s1 | 20% | 3.9% | -0.5% | 15% | i | 25% | -20% | -17% | 2.5%
O=C(CCN1CCN(c2ccccc2)CC1)c1ccc(Br)cc1 | 12% | 1.7% | u | 5% | x | -26% | -11% | 5% | 0.6%
CC1(C)C2CCC1(CS(=O)(=O)NCc1ccc(C(=O)O)cc1)C(=O)C2 (configuration not stated) | 4% | -1.5% | 0.4% | 7% | i | 1% | 0% | -20% | -0.6%
N#CCCN(Cc1cccnc1)C(=S)NC(=O)C1CC1 | -1% | -1.2% | 1.0% | 11% | i | x | -6% | -17% | -4.6%
Cc1ccc(S(=O)(=O)Nc2ccc3c(c2)nc2n3CCN(Cc3ccccc3)C2)cc1 | x | 4.8% | 0.4% | 14% | i | -1% | 35% | 22% | x
COCCCNC(=O)CNC(=S)N(Cc1cc(OC)c(OC)c(OC)c1)C1CCCC1 | 29% | 1.5% | -0.4% | 4% | i | 3% | -19% | -24% | -1.5%
CCc1ccccc1NC(=O)c1ccoc1C | 18% | 0.4% | 0.1% | 18% | i | -5% | 5% | -18% | -2.7%
COc1ccc(CNc2ncnc3c2[nH]c2cc(OC)c(OC)cc23)cc1 | -26% | -2.5% | -1.0% | -5% | i | 1% | 7% | 3% | 6.0%
CC1CCCN(C2=C(Cl)C(=O)N(c3cccc(Cl)c3)C2=O)C1 (configuration not stated) | -25% | 2.7% | -0.4% | 10% | i | 5% | 3% | -38% | 0.1%
CCCc1ccc(C(=O)/C=C/N(C)C)cc1 | 0% | 3.6% | 0.4% | -62% | i | -1% | 0% | -24% | -0.9%
COc1ccc(CCNS(=O)(=O)c2cccc(C(=O)O)c2)cc1OC | -38% | 1.2% | x | 5% | x | 2% | -12% | -14% | 5.6%
O=c1[nH][nH]c(-c2ccccc2O)c1C(C[N+](=O)[O-])c1ccc(Cl)cc1Cl (configuration not stated) | 13% | -2.5% | -0.4% | 18% | i | -1% | -5% | 2% | 2.7%
COc1ccc(CCNC(=O)Cc2ccc(C)cc2)cc1OC | -38%[20 µM] | 1.3% | -0.8% | 10% | x | -6% | 3% | -13% | 1.3%
CN1CCN(c2nc(-c3ccc(C(C)(C)C)cc3)nc3ccccc23)CC1 | 1% | -2.7% | -0.7% | 17% | x | 1% | 2% | -6% | 2.9%
C=CCN=C1SCC(=O)N1S(=O)(=O)c1ccccc1 | 2% | 2.0% | 1.4% | 18% | i | -7% | 1% | 7% | 1.7%
CCOC(=O)c1sc(NC(=S)NC(=O)CC(C)C)cc1C | 12% | 66% | -0.1% | -22% | i | -6% | 12% | -48% | -1.4%
COc1cccc(C(=O)NC2CCCC2)c1 | -18%[20 µM] | 0.4% | -0.5% | 3% | i | -4% | 11% | -27% | -7.3%
COc1ccc(NS(=O)(=O)c2ccc(NC(=O)Cc3cccs3)cc2)cc1 | 15% | 1.9% | -0.6% | 8% | i | -1% | -5% | 14% | 7.8%
Cc1cccc(NC(=O)CN(C)S(=O)(=O)c2cnc[nH]2)c1 | 9% | -0.6% | -0.1% | 18% | i | -8% | -6% | 4% | -1.7%
Cc1c(C(=O)NC(=S)NCC(C)C)oc2ccccc12 | -5% | -0.4% | 0.4% | -87% | i | -6% | -4% | -44% | 11%
Cc1ccc(C)c(CN2CCC(CNC(=O)Nc3ccc(C)c(C)c3)CC2)c1 | 10% | -0.2% | -1.8% | -25% | x | 1% | u | -15% | -0.9%
CCc1nn(CC(=O)N2CCC(C(N)=O)CC2)c(=O)c2cc3occc3n12 | 6% | -1.0% | -0.1% | 4% | x | 2% | 0% | -16% | -0.3%
O=C(CCCCCn1c(=O)[nH]c2ccccc2c1=O)N1CCN(Cc2ccc3c(c2)OCO3)CC1 | -30% | 2.7% | -1.3% | -29% | i | 4% | 1% | -15% | 4.8%
Cc1nc2ccc(NC(=O)Cc3c(F)cccc3Cl)cc2s1 | 23% | 0.5% | -0.1% | -34% | i | -2% | 14% | -8% | 4.3%
CC(=O)Nc1nc(C)c(CCCOc2ccc([N+](=O)[O-])cc2)c(=O)[nH]1 | 7% | 1.0% | -0.1% | 7% | i | -8% | 4% | -10% | -1.8%
N#C/C(=C\c1c(N2CCN(c3ccccc3)CC2)nc2ccccn2c1=O)S(=O)(=O)c1ccccc1 | 13% | 1.3% | 0.8% | 9% | x | 20% | 34% | -6% | -5.4%
CC(C)Cc1nc(SCC(=O)NCC2CCCO2)c2c(=O)n(C)c(=O)n(C)c2n1 (configuration not stated) | 15% | 0.3% | -0.1% | 12% | x | 2% | 0% | -11% | -4.3%
COc1cc(NC(=O)CNC(=O)Cn2ccc3ccccc3c2=O)cc(OC)c1OC | 0% | 2.2% | 0.2% | 12% | x | -3% | 9% | 4% | 5.3%
CCN(CC)C(=O)c1ccc2nc(-c3ccccc3)c(-c3ccccc3)nc2c1 | -8% | -1.6% | -1.6% | 35% | i | 4% | 15% | 31% | -2.4%
O=C1NC(c2cccs2)Nc2sc3c(c21)CCCC3 (configuration not stated) | 34% | -0.4% | -0.5% | -23% | i | 19% | -16% | -5% | -2.4%
COc1ccc(F)c(CN(C)CC2CCCN(CCc3ccc(F)cc3)C2)c1 (configuration not stated) | 29% | 0.6% | -1.1% | -18% | x | -4% | 8% | 0% | -1.8%
CC(O)[C@H]1CN=C(N)N1CCc1cc(C(F)(F)F)cc(C(F)(F)F)c1 (some centres not stated) | 8% | 1.7% | 0.4% | 8% | i | -12% | 0% | -4% | 3.3%
COc1ccc(NC(=O)Cn2cnc3c(cnn3-c3ccc(C)c(C)c3)c2=O)c(OC)c1 | 23% | -0.2% | 0.8% | 8% | i | -11% | -2% | -4% | -2.9%
COc1ccc(S(=O)(=O)NCc2ccc(C(=O)O)cc2)cc1 | 22% | 0.0% | 0.5% | -2% | i | 3% | -2% | 41%* | 1.2%

Quoted at random: 3 entries already listed.
SMILES | KOR beta-arrestin-1 | HIV fusion peptide | West Nile virus CPE | NOD2 inhibition | Yfh1-off respiration | Dengue-2 NS5 capping | AID2073 | NOD1 NF-kB reporter | KOR beta-arrestin-2
COc1ccc(NC(=O)Cn2cnc3c(cnn3-c3ccc(C)c(C)c3)c2=O)c(OC)c1 | 23% | -0.2% | 0.8% | 8% | i | -11% | -2% | -4% | -2.9%
COc1ccc(F)c(CN(C)CC2CCCN(CCc3ccc(F)cc3)C2)c1 (configuration not stated) | 29% | 0.6% | -1.1% | -18% | x | -4% | 8% | 0% | -1.8%
COCCCNC(=O)CNC(=S)N(Cc1cc(OC)c(OC)c(OC)c1)C1CCCC1 | 29% | 1.5% | -0.4% | 4% | i | 3% | -19% | -24% | -1.5%
